# TEAD-YAP inh: TEAD-YAP interaction inhibition; inhibition, % at 9.12 µM; 640,000 tested, 1.4% active; HEK-TIYL cells, TEAD-Gal4/YAP UAS-luciferase luminescence; AID 1259422; in the data active means inhibition above about 32%;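 further: 0% = median of test compound wells and 100% = reference inhibitor wells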
# GPR151 ag: activators of human GPR151; Q8TDV0; PathHunter beta-arrestin GPR151 cells, luminescence; activation, % at 11.2 µM; 650,000 tested, 1% active; in the data active means activation above about 4.9%;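 further: 0% = median of compound wells and 100% = cells with positive control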
# FBW7 activator: human FBW7 E3 ligase activation, primary screen | Q969H0 | AlphaScreen FBW7–phospho-cyclin E peptide binding, activator screen | normalized activity (activation), % at 26.1 µM | 650,000 tested, 0.13% active; in the data active means normalized activity above about 1.9%;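 further: purified mutant Fbw7 with reduced substrate affinity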
# Target sequence (Q969H0 whole entry, looked up): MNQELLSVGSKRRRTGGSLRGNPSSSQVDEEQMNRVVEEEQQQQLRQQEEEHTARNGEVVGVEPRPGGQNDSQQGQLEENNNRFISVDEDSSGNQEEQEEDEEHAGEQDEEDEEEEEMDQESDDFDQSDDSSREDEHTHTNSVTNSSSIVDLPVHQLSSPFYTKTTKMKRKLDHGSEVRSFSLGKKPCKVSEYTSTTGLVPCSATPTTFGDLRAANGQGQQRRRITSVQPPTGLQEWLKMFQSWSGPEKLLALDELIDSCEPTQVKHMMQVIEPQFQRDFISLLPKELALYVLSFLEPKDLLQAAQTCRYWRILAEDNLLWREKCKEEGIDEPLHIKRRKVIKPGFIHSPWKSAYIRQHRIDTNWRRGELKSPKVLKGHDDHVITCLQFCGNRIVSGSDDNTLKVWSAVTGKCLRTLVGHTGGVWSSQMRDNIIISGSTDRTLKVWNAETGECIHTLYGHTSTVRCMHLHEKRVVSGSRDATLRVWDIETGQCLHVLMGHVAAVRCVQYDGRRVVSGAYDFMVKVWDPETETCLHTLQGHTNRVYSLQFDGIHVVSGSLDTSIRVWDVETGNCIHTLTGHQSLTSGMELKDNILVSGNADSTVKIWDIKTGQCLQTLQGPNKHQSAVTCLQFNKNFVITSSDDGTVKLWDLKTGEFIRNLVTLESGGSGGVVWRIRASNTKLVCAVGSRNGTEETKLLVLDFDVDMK
# MITF inh: blocks human microphthalmia-associated transcription factor; O75030; AlphaScreen MITF homodimerization, bead proximity signal; inhibition, % at 2.6 µM; 650,000 tested, 0.91% active; in the data active means inhibition above about 50%;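 further: 0% = vehicle wells with protein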
# An asterisk follows results filed as active; & = joins results of further samples.
# Sample of the layout:
molecule,TEAD-YAP inh,GPR151 ag,FBW7 activator,MITF inh
Cc1ccc(O)c(NC(=O)CSc2ccccc2)c1,-18,-1.1,0.2,7
COc1ccc(OC)c(/C=C2\Oc3c(ccc(O)c3CN3CCN(C)CC3)C2=O)c1,2,1.7,-0.1,-17
CCCCCn1c(=O)c(C2=NS(=O)(=O)c3ccccc3N2)c(O)c2ccccc21,4,-1.1,0.8,7
O=C(Nc1ccc(N2CCOCC2)cc1)c1cc2c(s1)CCCC2,-57,-1.0,0.1,16
COc1ccccc1NC(=O)c1oc2cccnc2c1NC(=O)c1ccc(Cl)cc1,-7,-0.8,0.2,8

# Main list (from the top)
molecule,TEAD-YAP inh,GPR151 ag,FBW7 activator,MITF inh
Cc1ccc(O)c(NC(=O)CSc2ccccc2)c1,-18,-1.1,0.2,7
COc1ccc(OC)c(/C=C2\Oc3c(ccc(O)c3CN3CCN(C)CC3)C2=O)c1,2,1.7,-0.1,-17
CCCCCn1c(=O)c(C2=NS(=O)(=O)c3ccccc3N2)c(O)c2ccccc21,4,-1.1,0.8,7
O=C(Nc1ccc(N2CCOCC2)cc1)c1cc2c(s1)CCCC2,-57,-1.0,0.1,16
COc1ccccc1NC(=O)c1oc2cccnc2c1NC(=O)c1ccc(Cl)cc1,-7,-0.8,0.2,8
COc1ccc(NS(=O)(=O)c2ccc3c(c2)CCN3C(=O)C2CCC2)c(OC)c1,13,0.3,0.1,5
COCCn1nnnc1CN(Cc1cc2ccc(OC)cc2[nH]c1=O)CC1CCCO1 (stereo unspecified),-1,-0.1,0.2,0
NC(=S)n1[nH]c(-c2ccccc2)cc1=O,-2,-1.1,-0.8,19
CCCCOC(=O)c1ccc(-n2cccc2)cc1,-16,1.9,0.1,-4
Cc1ccnc(SCc2cc(=O)c(OC(=O)c3cc(Cl)ccc3Cl)co2)n1,7,-1.3,-0.5,9
CCOC(=O)CSc1nc2ccccc2c(=O)n1NC(=O)CCc1c[nH]c2ccccc12,0,1.1,0.1,3
O=C(CSc1ncnc2sccc12)NNC(=O)c1ccc(Br)s1,6,0.5,-0.1,-4
Cc1ccc(C(C)C)c(OCC(O)CNC(C)C)c1 (stereo unspecified),-1,2.3,0.0,3
O=C(Nc1ccc(F)c(Cl)c1)c1ccc(Cl)c([N+](=O)[O-])c1,2,1.3,0.0,3
C=CCN1C(=O)CC(C(=O)OC)C12CCN(Cc1cccnc1)CC2 (stereo unspecified),1,0.9,-0.2,0
CC(=O)N1CCN(CCN=Cc2c(O)[nH]c(=O)[nH]c2=O)CC1,-1,-1.1,-0.1,-3
CCN1C(=O)CC(C(=O)Nc2ccc(C(=O)O)cc2)SC1=Nc1ccc2c(c1)OCO2 (stereo unspecified),5,0.7,-0.3,2
COc1ccc(-c2csc(NC(=O)c3cccc(SC)c3)n2)c(OC)c1,4,0.4,-0.1,-7
CCc1nnc2n1N=C(c1ccc3c(c1)OCCO3)CS2,51*,0.3,0.1,12
CC(C)C(=O)N1CCN(c2ccc(NC(=O)c3ccc(F)cc3)cc2)CC1,-8,0.4,0.5,14
Nc1ncnc2c1ncn2CC(=O)NCCO,6,-0.8,0.5,16
O=C(CCc1ccccc1)N1CC[C@@H]2[C@H](CCCN2C(=O)c2n[nH]c(=O)c3ccccc23)C1,-4,0.6,-0.2,3
O=C(Nc1ccccc1)Nc1nnc(Cc2ccc(Cl)cc2)s1,3,-0.9,0.6,-8
CCCCCN(C(=O)NC(=O)NS(=O)(=O)c1ccc(C)cc1)S(=O)(=O)c1ccc(C)cc1,1,0.1,-0.1,15
CC(=O)Nc1nn(Cc2ccc(CN3C(=O)CCC3=O)cc2)c2ccccc12,4,-1.5,-0.1,-9
NC(=O)c1cc(Cc2ccccc2)sc1NC(=O)c1cccnc1,-22,-0.6,-0.2,-8
CCOc1cc(C2NC(=O)NC(C)=C2C(C)=O)cc(Cl)c1OCC(=O)O (stereo unspecified),10,0.0,0.1,11
CC(C)CC(=O)Nc1ccc(Oc2ccc3c(c2)C(=O)NC3=O)cc1,-3,-0.1,0.0,5
Cc1c(O)ccc(NC(=O)/C=C/c2ccccc2)c1C,-12,1.4,-0.3,-6
COc1cc(C(CC(=O)Nc2cccnc2)N2Cc3ccccc3C2=O)cc(OC)c1OC (stereo unspecified),-3,0.0,0.1,-16
COc1ccccc1-c1c(C(F)(F)F)oc2cc(O)ccc2c1=O,-6,2.6,-0.7,-7
CS(=O)(=O)c1ccc(S(=O)(=O)N2CCC(CO)(CC3CCCCO3)CC2)cc1 (stereo unspecified),-12,1.1,-0.2,-5

# Filtered by structure: the entries above containing a thiophene ring, fused or not (3)
molecule,TEAD-YAP inh,GPR151 ag,FBW7 activator,MITF inh
O=C(Nc1ccc(N2CCOCC2)cc1)c1cc2c(s1)CCCC2,-57,-1.0,0.1,16
O=C(CSc1ncnc2sccc12)NNC(=O)c1ccc(Br)s1,6,0.5,-0.1,-4
NC(=O)c1cc(Cc2ccccc2)sc1NC(=O)c1cccnc1,-22,-0.6,-0.2,-8

# Other entries.
molecule,TEAD-YAP inh,GPR151 ag,FBW7 activator,MITF inh
COc1ccc(CC(=O)NCC2CCCN(C(=O)CCC3=NNC(=O)CC3)C2)cc1 (stereo unspecified),-8,2.5,0.1,17
CSCC(=O)N1CCC2(CC1)CC2C(=O)Nc1cccc(F)c1 (stereo unspecified),-9,3.3,0.1,8
CCN1/C(=C/c2ccc3ccc(C)cc3[n+]2CC)Sc2cc(C)c(C)cc21,89*,1.6,-0.6,24
Cc1ccc(S(=O)(=O)N2CCN(C(=O)c3ccccc3[N+](=O)[O-])CC2)cc1,-9,0.9,-0.1,-11
O=C(Nc1ccccc1)N[C@H]1C[C@H]2C(=O)N3CCC[C@@H]3C(=O)N2C1,-15,10*,1.2,15
CC1CCCCN1S(=O)(=O)c1ccc(S(=O)(=O)N2CCN(C)CC2)cc1 (stereo unspecified),10,0.3,-0.1,1
CCSc1nnc(NC(=O)CCN2C(=O)C3C4C=CC(C4)C3C2=O)s1 (stereo unspecified),-25,-0.9,0.5,-7
CC(/C=C/c1ccccc1)=N\NC(=O)c1ccc(Br)cc1,-22,4.8,0.5,-2
O=C(c1cccc(Br)c1)N1CCN(c2ccccc2)CC1,-16,0.0,-0.1,-9
Cn1c(SCC(=O)c2ccc(F)cc2)nnc1-c1ccccc1,-47,0.2,-0.2,-6
CC(C)OC(=O)c1c(NC(=O)c2cc3n(n2)C(C(F)(F)F)CC(c2ccc([N+](=O)[O-])cc2)N3)sc2c1CCCC2 (stereo unspecified),-4,2.7,-0.1,5
CCCSCCCNC(=O)Cn1nc(C)n2c(cc3cc(C)ccc32)c1=O,-2,0.6,0.1,-13
CC1CCN(C(=O)Nc2cccc3ccccc23)CC1,0,0.7,-0.1,4
O=C(/C=C/c1ccccc1Cl)NCc1ccco1,-27,-0.3,0.0,11
Cc1ccc2c(c1)-c1c(cnn1CC(=O)Nc1cccnc1)CO2,15,-3.4,0.6,9
COc1ccccc1/C=C/C(=O)c1ccsc1,-45,-0.2,0.3,13
CCOC(=O)N1CCc2c(sc3c2c(=O)n(CCc2ccccc2)c(=O)n3C)C1,3,0.3,-0.1,-5
C/C(=N\NC(N)=S)c1ccc(OC(F)F)cc1,-34,-0.7,-0.1,-7
O=C1CCN(Cc2cn[nH]c2-c2ccc(F)cc2)CCN1CCOc1ccccc1,-6,1.3,0.0,3
CC(NS(=O)(=O)c1ccc2ccccc2c1)c1ccccc1 (stereo unspecified),1,1.1,-0.1,-13
COC(=O)c1c(/N=C/c2ccc(C)cc2O)sc2c1CCN(C)C2,-8,-1.1,-0.1,-1
CC12CCC(c3c(CO)nn(-c4ccccc4)c31)C2(C)C (stereo unspecified),-4,-0.1,0.8,19
O=C(CN1C(=O)c2ccccc2C1=O)NCCc1ccc(F)cc1,-6,2.6,-0.1,-9
Cc1[nH]c2c(C)cccc2c(=O)c1CCC(=O)O,2,-0.5,-0.1,-8
COc1cccc(NC(=O)C(=O)NC2CCCCC2)c1,-57,-1.0,0.0,-1
CC(=O)N1CCC(N(C(=O)Nc2cccc(Cl)c2C)C(C)C)CC1,-1,0.5,-0.1,4
CN(C)N1C(N)=C(C#N)C(c2c(F)cccc2Cl)C2=C1CC(C)(C)CC2=O (stereo unspecified),-10,-0.2,-0.3,0
CC(C)C(=O)N1CCN(CCN=CC2=C(O)CC(c3ccccc3)CC2=O)CC1 (stereo unspecified),4&0,-0.8&2.0,0.2&0.2,-6&16
O=C(CCc1nnc2n(Cc3ccccc3)c(=O)c3ccccc3n12)Nc1ccccc1,-3,-0.7,-0.1,-7
COc1ccc(OC)c(N=c2ssc3c2-c2cc(OC)ccc2NC3(C)C)c1,4,0.1,-0.2,14
CCN1CC(CNc2nc3nonc3nc2N2CCCCCC2)CC1=O (stereo unspecified),-8,-0.5,0.5,16
CCOc1ccccc1/C=N/NC(=O)c1cccc(Cl)c1,-12,-0.5,0.0,-5
CC(C)n1nnnc1C(c1ccc(N(C)C)cc1)N1CCN(C2CCCCC2)CC1 (stereo unspecified),-5,0.1,-0.1,-10
COCCn1c(-c2ccc3ccccc3c2)nc2c1c(=O)[nH]c(=O)n2CC(C)C,-5,0.5,0.2,7
O=C(CSc1nc2ccc(N=Cc3cc(Cl)ccc3O)cc2s1)N1CCOCC1,-17,1.3,-0.1,-18
COc1nccnc1N(C(C)=O)S(=O)(=O)c1ccc(NC(C)=O)cc1,-7,-0.6,0.6,19
CCC(c1n[nH]c(=S)n1Cc1ccccc1)N(C)C (stereo unspecified),-1,0.9,0.6,19
COC(=O)c1cccnc1-n1c(=O)c2cccnc2n(Cc2ccccc2Cl)c1=O,-1,0.2,0.1,7
CCOC(=O)N1CCN(C(=O)c2cc3cc4cc(OC)ccc4nc3o2)CC1,-50,1.1,-0.1,-8
CCOC(=O)n1c(=S)oc2cc(Cl)ccc21,-8,0.2,0.5,-3
C=CCN(CC=C)S(=O)(=O)c1ccc(C(=O)Nc2nc3c(OC)cccc3s2)cc1,12,-1.4,-0.3,5
CC(=O)Nc1ccc(N2C(=O)CSC2c2ccc(Cl)cc2Cl)cc1 (stereo unspecified),13,-1.6,0.6,4
COCCNC(=O)C(=O)NCC1OCCN1S(=O)(=O)c1ccc2c(c1)OCCO2 (stereo unspecified),0,-0.3,1.7,8
CN(C)c1ccc(-c2nc(-c3cccs3)cnc2N)cc1,16,-0.1,0.0,22
COc1ccc(-c2cc(Nc3ccc(NC(C)=O)cc3)ncn2)cn1,-23,1.9,-0.1,-9
COc1ccc2c(c1)C=CC1(O2)N(c2ccccc2)c2ccccc2C1(C)C (stereo unspecified),10,0.5,-0.1,7
O=C1/C(=C\c2ccc3c(c2)OCO3)NC(=S)N1CN1CCCCC1,-3,0.2,0.0,3
CC1CCN(S(=O)(=O)c2cccc(S(=O)(=O)N3CCOCC3)c2)CC1,3,1.1,0.0,0
CCOc1ccccc1N(C)C(=O)c1cc2c(=O)oc3ccccc3c2s1,-6,-1.0,-0.1,9
Cc1cc(C)nc(SCCC(=O)O)n1,3,-0.4,0.1,19
O=C1C(=O)N(Cc2cccnc2)C(c2cccc(Br)c2)/C1=C(/O)c1ccccc1 (stereo unspecified),-12,0.5,0.0,8
Cc1cc(NS(=O)(=O)c2ccc(NC(=O)c3ccc(Br)cc3)cc2)no1,6,-0.7,-0.1,8
COc1ccc2oc(=O)c(C(=O)N(C)C3CCCCC3)cc2c1,0,0.3,0.0,-9
CCOc1ccc(Nc2nc(Cl)nc(N3CCN(c4ccc(OC)cc4)CC3)n2)cc1,0,1.4,0.1,-11
CN(C)c1nc2c(c(=O)n(C)c(=O)n2C)n1Cc1ccccc1,1,-1.7,-0.1,-6
Cc1cccc(-n2c(-c3ccco3)nn(CC(=O)N(C)C)c2=O)n1,1,-1.3,0.7,-4

# Further records.
molecule,TEAD-YAP inh,GPR151 ag,FBW7 activator,MITF inh
Cc1cccc(NC(=O)CSc2nc3c(c(=O)n2-c2ccc(F)cc2)SCC3)c1,3,6.5*,0.0,-13
Nc1ccc(Br)cc1C(=O)O,19,1.1,-0.2,9
COc1ccc(NC(=O)c2sc3ncn(CC(=O)Nc4ccc(C(C)C)cc4)c(=O)c3c2C)c(OC)c1,1,0.9,0.1,8
COc1ccc(NC(=O)c2cc(S(=O)(=O)N3CCCCC3)ccc2F)cc1,5,-0.4,0.2,8
CC(C)CCCC(C)C1CCC2C3CC=C4CC(OC(=O)C56CC7CC(CC(C7)C5)C6)CCC4(C)C3CCC12C (stereo unspecified),3,-1.1,-0.1,2
Oc1ccc(CCNc2ccnc(Nc3cnccn3)n2)cc1,4,-0.2,0.4,12
Cc1cc(=O)n2nc(N3CCCC(C(=O)N4CCN(c5ccccc5)CC4)C3)sc2n1 (stereo unspecified),2,-0.4,0.2,10
CCOc1ccc(S(=O)(=O)Nc2ccc(-n3c(C)nc4ccccc4c3=O)cc2)cc1,4,-0.6,0.0,1
CC[C@@H]1NC(=O)[C@@H]2C[C@H](NC(=O)c3cccc(Br)c3)CN2C1=O,16,-0.2,0.5,13
O=C(Nc1ccc(Cl)cc1)/C(=C/c1cccc([N+](=O)[O-])c1)NC(=O)c1ccc(F)cc1Cl,5,1.0,0.2,7

# Screening data (PubChem BioAssay)
